Mcl1-Noxa inh – disrupts binding of human Mcl-1 to Noxa peptide | TR-FRET Mcl-1/Noxa peptide binding, 2 h | inhibition, % at 21.7 µM | 1.5% of 220,000 active | AID 1022 | Q07820;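 active means compounds that cut the protein-peptide binding signal by more than 50% relative to plate controls in a single-dose test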;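 further: His-tagged Mcl-1 with rhodamine Noxa BH3 peptide and terbium anti-His antibody; 0% = Mcl-1 plus Noxa peptide wells and 100% = peptide-only wells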
Target sequence (Q07820 whole entry, looked up): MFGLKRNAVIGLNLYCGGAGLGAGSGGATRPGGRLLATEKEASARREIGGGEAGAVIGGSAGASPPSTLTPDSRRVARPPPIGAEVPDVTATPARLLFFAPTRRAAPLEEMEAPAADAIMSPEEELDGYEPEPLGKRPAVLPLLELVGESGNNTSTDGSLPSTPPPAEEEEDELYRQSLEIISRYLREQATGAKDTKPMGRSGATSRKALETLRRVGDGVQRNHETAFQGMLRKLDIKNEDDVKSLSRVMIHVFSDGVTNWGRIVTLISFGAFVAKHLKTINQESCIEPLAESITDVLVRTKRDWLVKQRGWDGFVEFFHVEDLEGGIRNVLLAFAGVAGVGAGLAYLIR
ABCB1 block – blocks JC-1 efflux by human ABCB1 transporter; CCRF-Adr cells, flow cytometry; inhibition, % at 6.6 µM; 0.067% of 190,000 active; in the data active means inhibition above about 40%;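 further: 0% = vehicle and 100% = reference inhibitor; higher value means more JC-1 retained so stronger ABCB1 efflux block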
RGS7-Gao – modulates binding of RGS7 to human Galphao; P09471; Multiplexed bead flow cytometry; actives lie on both sides; binding response (% of control), % at 10 µM; 0.35% of 220,000 active; AID 1439; in the data active means binding response below about 49% or above about 150%; inconclusive means no clear call, values can overlap the other calls; inactive means in between;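 further: fluorescent Galphao held in activated GDP-AlF4 state binding bead-coupled RGS7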
Avidin bead fluor – avidin bead compound fluorescence profile; Avidin beads, compound fluorescence 488/530 nm, flow cytometry; hits give high values; fluorescence (KMESF) at 10 µM; 0.38% of 220,000 active; AID 1775; in the data active means fluorescence above about 47; further: inactives centre near 10
Pf gamet viab – inhibitors of late stage P. falciparum gametocyte viability | inhibition, % at 10.9 µM | P. falciparum stage V gametocytes, ATP luminescence, 24 h | 0.065% of 150,000 active | AID 743093;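 active means inhibition above the mean plus 3 SD of compounds within the control limits, set per campaign, cut at about 38% in these data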;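 further: 0% = DMSO wells and 100% = medium only without gametocytes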
Mcl-1 Bim block – disrupts Bim peptide binding to human Mcl-1; AID 1009; Q07820; Bead-based flow cytometry, Bim peptide-Mcl-1 binding; 0.1% of 190,000 active; inhibition, % at 10 µM; in the data active means inhibition above about 40%;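 further: 0% = no compound tracer wells and 100% = peptide blocker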
ABCG2 inh – inhibitors of human ABCG2 transporter, ABCB1 counter-screen | Q9UNQ0 | IgMXP3 cells, JC-1 efflux, flow cytometry | inhibition, % at 6.6 µM | 0.1% of 190,000 active;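 active means inhibition above 80%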;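 further: 0% = DMSO and 100% = nicardipine control wells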
Target sequence (Q9UNQ0 whole entry, looked up): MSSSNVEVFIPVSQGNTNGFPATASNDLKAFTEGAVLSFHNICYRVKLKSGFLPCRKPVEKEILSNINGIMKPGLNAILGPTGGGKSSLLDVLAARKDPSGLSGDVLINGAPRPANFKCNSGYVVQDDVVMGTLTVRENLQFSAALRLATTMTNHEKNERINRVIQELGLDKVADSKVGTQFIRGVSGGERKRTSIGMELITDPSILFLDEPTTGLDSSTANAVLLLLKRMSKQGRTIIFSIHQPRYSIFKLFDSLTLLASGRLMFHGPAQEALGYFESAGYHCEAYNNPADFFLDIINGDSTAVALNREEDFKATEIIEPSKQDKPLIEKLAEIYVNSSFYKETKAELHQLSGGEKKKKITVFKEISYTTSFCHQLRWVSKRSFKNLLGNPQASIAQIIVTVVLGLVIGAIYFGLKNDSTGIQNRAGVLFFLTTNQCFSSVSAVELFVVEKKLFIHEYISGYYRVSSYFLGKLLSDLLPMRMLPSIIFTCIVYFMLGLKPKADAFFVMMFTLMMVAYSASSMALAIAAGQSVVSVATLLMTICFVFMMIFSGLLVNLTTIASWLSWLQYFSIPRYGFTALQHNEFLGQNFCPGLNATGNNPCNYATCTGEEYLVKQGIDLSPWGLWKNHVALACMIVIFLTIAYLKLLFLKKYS
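Test system: IgMXP3 (ABCG2) plus far-red-tagged CCRF-Adr (ABCB1) cells / Amount: 3 million cells/mL in well / Reagent: JC-1 transporter substrate / Timing: 10 min compound exposure, 25 °C / Signal: flow cytometry, 530 nm JC-1 signal / Read-out: percent efflux inhibition, scaled nicardipine 100% to DMSO 0% / Benchmarks: nicardipine as high control, DMSO as low control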
RGS8-Gao reg – regulators of human RGS8-Galphao interaction; P09471; multiplexed bead flow cytometry, RGS8-Galphao binding; actives lie on both sides; response (percent of control binding), % at 10 µM; 0.34% of 220,000 active; in the data active means response below about 60% or above about 140%; inactive means in between;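 further: Galphao activated as the GDP aluminium fluoride complex binding bead-coupled RGS8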
RGS4-Gao reg – human RGS4-Galphao interaction regulation | P09471 | Multiplexed bead flow cytometry, RGS4-Galphao binding; actives lie on both sides | binding response (% of control), % at 10 µM | 0.33% of 220,000 active | AID 1415; in the data active means binding response below about 49% or above about 150%; inactive means in between;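 further: fluorescent Galphao activated with aluminum fluoride binding bead-coupled RGS4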
Mcl1-Bid inh – disrupts binding of human Mcl-1 to Bid peptide. Q07820. TR-FRET Mcl-1/Bid-Dy647 peptide binding, 1536-well. inhibition, % at 21.7 µM. 0.97% of 220,000 active;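 active means compounds that cut the binding signal by more than half at the single screening dose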;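 further: His-tagged Mcl-1 with europium anti-His antibody binding Bid BH3 peptide; 0% = Mcl-1 plus peptide wells and 100% = peptide-only wells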
GSH bead fluor – compound fluoresces at 488/530 nm on GSH beads | GSH beads flow cytometry, compound fluorescence 488/530 nm; hits give high values | fluorescence (KMESF) at 10 µM | 0.25% of 190,000 active; in the data active means fluorescence above about 89;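 further: glutathione beads carrying GST-tagged Bcl family fusion proteins plus one bare bead set; values are compound well signal with DMSO vehicle wells as background; inactives centre near 16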
Active calls of the source: *; ? = inconclusive; · = no result given.

SMILES | Mcl1-Noxa inh | ABCB1 block | RGS7-Gao | Avidin bead fluor | Pf gamet viab | Mcl-1 Bim block | ABCG2 inh | RGS8-Gao reg | RGS4-Gao reg | Mcl1-Bid inh | GSH bead fluor
NC(=O)CC(NC(=O)Cc1cccc2ccccc12)c1ccc(NCc2ccccn2)c([N+](=O)[O-])c1 (stereo not given) | 8 | · | ? | 8 | -13 | · | · | 104 | 104 | -34 | ·
CC1CCN(c2nc(-c3ccccc3)cc(C(F)(F)F)n2)CC1 | 1 | -0.1 | 106 | 16 | · | 0 | 0 | 106 | 103 | -6 | 21
CCC(=O)c1ccc(N2CCN(C(=O)c3cc([N+](=O)[O-])ccc3F)CC2)c(F)c1 | 8 | 2.1 | 99 | 11 | 1 | 1 | 17 | 101 | 99 | -29 | 8
O=C(O/N=C1\C(=O)N(c2ccccc2)c2ccccc21)C1CC1 | -1 | -0.4 | 101 | 9 | -5 | 3 | 0 | 100 | 103 | -25 | 59
CCN1CC=C2C(C#N)=C(N)C(C#N)(C#N)[C@H](c3ccoc3)[C@H]2C1 | -2 | 0.5 | 98 | 10 | · | 1 | 3 | 102 | 102 | -31 | 13
COc1ccc(NC(=O)CC2CCCCC2)cc1OC | 27 | 0.7 | 99 | 8 | · | -1 | 20 | 101 | 100 | 8 | 15
COc1ccc(CCN2C(=O)c3[nH]nc(-c4ccccc4O)c3C2c2cccc(Cl)c2)cc1 (stereo not given) | 10 | -1.9 | 95 | 21 | · | 0 | -1 | 101 | 92 | 9 | 20
O=C(Nc1c(C(=O)O)oc2ccc(Br)cc12)c1ccccc1 | 20 | -0.7 | 102 | 25 | · | -4 | -3 | 105 | 103 | 14 | 16
O=C(N/N=C/c1cc(Br)cs1)c1ccc2c(c1)OCCO2 | -13 | · | ? | 9 | 22 | · | · | 101 | 102 | -5 | ·
CCOCCCNC(=O)c1cn(CC(C)C)c(=O)c2cc(OC)c(OC)cc12 | 2 | -2.7 | 100 | 7 | · | -1 | -2 | 102 | 99 | 4 | 23
Cc1nn(-c2ccccc2)c(Cl)c1/C=N/NC(=O)c1ccccc1NS(=O)(=O)c1cccs1 | 29 | -0.2 | 102 | 4 | 4 | -23 | -2 | 103 | 104 | -24 | 21
COc1ccccc1NC(=O)Cn1c(=O)oc2ccccc21 | -11 | 0.2 | 102 | 28 | · | 1 | 1 | 100 | 98 | 0 | 15
CCOC(=O)CN1C(=O)CCSc2ccc(Cl)cc21 | 2 | 0.5 | ? | 9 | · | 0 | 1 | 101 | 101 | -17 | 18
Cn1c(C(=O)OC(C(=O)NC(C)(C)C)c2cccnc2)cc2sccc21 (stereo not given) | 2 | 0.4 | 106 | 11 | · | 0 | 0 | 105 | 108 | -54 | 23
COc1ccccc1-n1cnnc1SCC(=O)c1ccc[nH]1 | 18 | 0.0 | -11* | -4 | 13 | -2 | 0 | 10.0* | -30* | 12 | 29
Cc1cccc([C@@H]2C[C@H]3CN(Cc4cccc(Cl)c4)C(=O)[C@]34CCCN24)n1 | 21 | 2.0 | 114 | 3 | -6 | -3 | 2 | 104 | 111 | -13 | 10
CC1(C)Cc2c(c(N3CCOCC3)nc3sc(C(N)=O)c(N)c23)CO1 | -1 | · | ? | 6 | 6 | · | · | 99 | 105 | -196 | ·
CC(=O)c1c(C(C)=O)c(C)n(-c2ccc3ncccc3c2)c1C | 13 | 0.5 | 101 | 10 | -12 | 2 | 1 | 100 | 96 | -13 | 10
CCc1ccccc1NC(=O)CSc1nnc(-c2ccncc2)o1 | 19 | 0.3 | 96 | 10 | 14 | 0 | 3 | 101 | 98 | -15 | 23
COc1ccc(OCC(=O)NCCc2c[nH]c3ccccc23)cc1 | -1 | 0.2 | 96 | 10 | 2 | 1 | 3 | 99 | 95 | -18 | 11
Cc1cccc(Nc2cc(C)c3c(O)cccc3n2)c1C | 53* | 1.3 | 98 | 5 | · | 0 | 3 | 106 | 96 | -5 | 13
N#Cc1cnc(NN)nc1 | 11 | 0.7 | ? | 12 | 7 | -2 | 2 | 101 | 101 | -19 | 13
Cc1cc(NC(=O)CN2CCCCCCC2)no1 | 21 | 0.8 | 101 | 8 | · | -4 | 2 | 100 | 97 | 64* | 17
Cc1ccc(Nc2nnc(SCC(=O)Nc3ncc(C(F)(F)F)cc3Cl)s2)cc1 | 15 | 0.8 | 99 | 14 | · | -6 | 10 | 97 | 94 | -20 | 19
Cc1ccc2nsnc2c1NC(=O)COc1ccccc1F | 10 | 0.8 | ? | 9 | -2 | -2 | 7 | 99 | 97 | -26 | 18
Cc1ccc(C(=O)n2nc(C#N)c(C#N)c2N)cc1 | 10 | · | ? | 12 | 22 | · | · | 109 | 99 | 4 | ·
COC(=O)C(C)(C)ONC(=O)Nc1ccccc1Cl | 12 | 0.7 | ? | 11 | -8 | -1 | 4 | 96 | 95 | -22 | 10
CC(C)(C)c1ccc(C(=O)NC(=S)NCc2cccnc2)cc1 | 12 | · | 101 | 7 | 0 | 0 | 3 | 100 | 97 | -38 | 11
CC(=O)CSc1nc(-c2cccs2)c(C#N)c(=O)[nH]1 | -3 | -0.1 | 100 | 10 | 6 | 0 | 0 | 98 | 102 | -31 | 26
COc1ccc(NC(=O)CC2Nc3ccccc3NC2=O)c([N+](=O)[O-])c1 (stereo not given) | 20 | 0.7 | ? | 12 | · | -1 | 7 | 98 | 95 | -19 | 10
Cc1ccc(S(=O)(=O)Nc2ccc(Br)cc2C(NCC(=O)O)c2ccccc2)cc1 (stereo not given) | -22 | -0.3 | 103 | 12 | 2 | -4 | -3 | 103 | 99 | 1 | 16
CCOC(=O)c1ccc(COC(=O)CNC(=O)CNC(=O)c2ccc(OC)cc2)o1 | 13 | 0.2 | 132 | 5 | 18 | -6 | 0 | 129 | 147 | -16 | 29
COCC(=O)Nc1sc2c(c1C(=O)OC)CCCC2 | 9 | 0.6 | 94 | 18 | 1 | -1 | 45 | 84 | 77 | -3 | 24
COc1ccc(N=Cc2sc3ccccc3c2Cl)cc1 | 17 | 0.4 | 95 | 13 | · | -1 | 2 | 103 | 101 | -15 | 33
O=C(Cc1ccc(Cl)cc1)NN1C(=O)c2ccccc2C1=O | 4 | 0.9 | 101 | 16 | -10 | -2 | 5 | 102 | 102 | -17 | 13
NC(=O)COC(=O)CSc1ccc2ccccc2c1 | 8 | -0.2 | ? | 9 | 16 | -4 | 1 | 98 | 96 | -9 | 14
N#CC(C#N)=CNc1cccnc1 | -5 | · | ? | 5 | -11 | · | · | 98 | 94 | -8 | ·
O=S(=O)(/C=C/c1ccccc1)N1CCN(c2nc(-c3ccccc3)nc3ccccc23)CC1 | 0 | 1.6 | ? | 8 | -5 | 12 | 2 | 100 | 99 | -15 | 13
C/C(=N\O)c1cc(Cl)cc(Cl)c1O | 1 | · | ? | 4 | 31 | · | · | 93 | 89 | 5 | ·
O=C1OCCN1CCNCc1cn(-c2ccc(F)cc2)nc1-c1ccccc1Cl | 11 | 0.2 | 106 | 11 | 6 | 0 | -1 | 105 | 104 | -27 | 13
Cc1oc(-c2cccc(Cl)c2)nc1CN1CCCC(C(=O)NCc2ccco2)C1 (stereo not given) | -8 | 2.2 | 98 | 9 | -5 | 0 | 8 | 98 | 101 | -37 | 15
COc1ccc(-c2nn(-c3ccccc3)cc2/C=C2/SC(=S)N(Cc3ccco3)C2=O)c(C)c1 | 22 | 0.6 | 94 | 10 | 9 | -2 | 1 | 98 | 96 | -17 | 16
O=C(NCc1cccs1)C1CCCN1C(=O)Nc1cccc(F)c1 (stereo not given) | 3 | 5.6 | 101 | 10 | 19 | 2 | 12 | 101 | 100 | -24 | 20
Cc1scc(C(=O)N2CCN(c3ccc(Cl)cc3)CC2)c1C | 19 | 0.9 | ? | 8 | 6 | -1 | 6 | 96 | 95 | -24 | 19
COc1cccc(-n2nc(-c3ccnn3-c3ccccc3)c(=O)n(C)c2=O)c1 | -8 | 0.8 | 106 | 5 | 19 | 0 | 3 | 106 | 106 | -16 | 10
COc1ccc(CCNC(=O)COC(=O)C2CCCCC2)cc1 | -2 | 0.4 | 96 | 0 | 5 | -1 | -1 | 83 | 92 | -26 | 7
O=c1c2ccccc2nc2c3ccccc3cnn12 | -13 | 0.5 | 104 | 25 | · | 10 | 2 | 106 | 106 | 1 | 6
Cc1nnc(-c2cccc(Br)c2)c2cn(-c3cccc(Br)c3)nc12 | -274 | 3.1 | 99 | 34 | 4 | 0 | 21 | 101 | 103 | -4 | 20

Brought forward from above: two compounds; new compounds follow.
SMILES | Mcl1-Noxa inh | ABCB1 block | RGS7-Gao | Avidin bead fluor | Pf gamet viab | Mcl-1 Bim block | ABCG2 inh | RGS8-Gao reg | RGS4-Gao reg | Mcl1-Bid inh | GSH bead fluor
O=c1c2ccccc2nc2c3ccccc3cnn12 | -13 | 0.5 | 104 | 25 | · | 10 | 2 | 106 | 106 | 1 | 6
Cc1nnc(-c2cccc(Br)c2)c2cn(-c3cccc(Br)c3)nc12 | -274 | 3.1 | 99 | 34 | 4 | 0 | 21 | 101 | 103 | -4 | 20
COc1ccc(CNC(=O)C(C)Sc2nc3ccccc3c(=O)n2CCCN2CCOCC2)cc1 (stereo not given) | 1 | 2.3 | ? | 12 | 8 | -1 | 1 | 99 | 99 | -24 | 13
O=S(=O)(c1ccc(Cl)c(Cl)c1)c1snnc1-c1ccccc1 | 7 | 0.0 | 102 | 8 | · | 3 | 2 | 106 | 99 | 11 | 40
Cc1ccccc1CCN(C(=O)CN1C(=O)c2ccccc2S1(=O)=O)C(C(=O)NCC1CCCO1)c1ccncc1 (stereo not given) | 16 | -1.9 | 101 | 14 | -16 | -2 | -18 | 102 | 101 | -25 | 9
O=C(OCCNc1ncc(C(F)(F)F)cc1Cl)c1ccc(S(=O)(=O)N2CCOCC2)cc1 | 6 | 0.9 | 104 | 7 | · | 0 | 2 | 101 | 106 | 1 | 5
C/C(O)=C(/C=Nc1ccccc1)C(=O)Nc1ccccc1 | 6 | 0.5 | 96 | 14 | · | 0 | 5 | 90 | 96 | 9 | 11
Cc1ccc(NC(=S)N(Cc2cccs2)Cc2cc3cc(C)cc(C)c3[nH]c2=O)cc1 | -2 | 1.4 | 102 | 13 | 12 | -4 | 8 | 101 | 99 | -51 | 9
O=S(=O)(N1CCOCC1)N1CCN(c2ccccc2F)CC1 | -6 | -0.1 | 100 | 36 | · | -5 | -1 | 102 | 100 | -13 | 9
Cc1ccc(C(C)C)cc1OCC(=O)N/N=C/c1ccc2c(c1)OCCO2 | -15 | 0.8 | 98 | 7 | -14 | -3 | 12 | 87 | 99 | 15 | 4
